# DDE Tn7 FP inh = disrupts Tn7 cyclic peptide binding to fibrin D-Dimer-E complex; P02675; FP displacement of FITC-Tn7 peptide from fibrin DD(E); 0% = median of compound wells per plate; hit rate 0.13% among 370,000; AID 720508; inhibition, % at 8.3 µM;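 active = inhibition above the mean of compounds falling within the control limits plus 3 SD of them, cut at about 14% in these data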;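 also: 0% = plate median of compound wells and 100% = 10 µM Aha-Tn7 peptide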
#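 Measure: % inhibition scaled between sample-field median and high-control FP; Test system: human fibrin DD(E); Quantity: 2 µM final DD(E) protein; Doses: one dose, 8.3 µM nominal; Schedule: compound with protein 10 min, then 3 h after probe, room temperature; Detection: fluorescence polarization; Medium: Tris buffer with calcium and detergent, pH 7.8.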
# ASAP1 inh = blocks human ASAP1-stimulated Arf1 GTP hydrolysis; AID 624377; Q9ULH1; hit rate 0.19% among 360,000; inhibition, % at 16.5 µM; GDP FP detection; in the data active = inhibition above about 25%;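 also: 0% = vehicle with enzyme and substrate and 100% = no enzyme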
# Target sequence (Q9ULH1 325-724 limits assumed): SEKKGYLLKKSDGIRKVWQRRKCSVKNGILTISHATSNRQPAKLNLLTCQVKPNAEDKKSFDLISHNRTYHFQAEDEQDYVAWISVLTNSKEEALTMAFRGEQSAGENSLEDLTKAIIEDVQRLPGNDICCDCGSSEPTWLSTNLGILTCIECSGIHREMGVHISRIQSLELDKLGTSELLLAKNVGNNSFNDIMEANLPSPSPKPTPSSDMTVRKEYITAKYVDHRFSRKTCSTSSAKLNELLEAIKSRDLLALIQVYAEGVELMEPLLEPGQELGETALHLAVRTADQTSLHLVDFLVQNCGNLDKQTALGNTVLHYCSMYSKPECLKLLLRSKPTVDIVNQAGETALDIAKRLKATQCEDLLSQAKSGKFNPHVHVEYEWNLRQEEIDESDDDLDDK
# ADAM17 inh = inhibits human ADAM17; recombinant ADAM17, EDANS/DABCYL FRET peptide cleavage; inhibition, % at 6.95 µM; hit rate 0.83% among 370,000; P78536;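 active = inhibition above the mean of compounds lying between control limits plus 3 SD, set per campaign, cut at about 8.5% in these data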;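 also: 0% = DMSO-only wells as the low control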
# Tn6 DDE FP = disrupts Tn6 cyclic peptide binding to fibrin D-Dimer-E complex | P02675 | Fibrin DD(E) TRITC-Tn6 fluorescence polarization displacement | inhibition, % at 8.3 µM | hit rate 0.21% among 370,000 | AID 720509;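 active = inhibition above a per-campaign cutoff: mean of compounds within control limits plus 3 SD, cut at about 15% in these data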;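 also: 0% = median of all compound wells on the plate and 100% = blocking peptide control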
# PLCb3 inh = blocks human PLC-beta3 enzyme activity; inhibition, % at 12.2 µM; hit rate 0.18% among 370,000; Purified PLC-beta3, fluorogenic substrate, fluorescence; Q01970; in the data active = inhibition above about 11%;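 also: 0% = median of compound wells on plate and 100% = full blocker control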
# ADAM10 inh = ADAM10 inhibition, QFRET primary screen | O14672 | inhibition, % at 7 µM | recombinant ADAM10, EDANS/DABCYL FRET peptide cleavage, 3 h | AID 720582 | hit rate 0.62% among 370,000;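 active = inhibition above a per-campaign cutoff equal to the mean of compounds falling between control-based bounds plus 3 SD, cut at about 20% in these data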;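 also: 0% = DMSO wells while the 100% control is not disclosed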
# ARFGAP1 inh = inhibitors of rat ARFGAP1; Q62848; inhibition, % at 16.5 µM; hit rate 0.26% among 360,000; AID 651572; Arfgap1-stimulated ARF1 GTP hydrolysis, GDP FP detection;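 active = inhibition above a per-plate limit, mean inhibition of low control wells plus 3 SD, cut at about 25% in these data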;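 also: 0% = DMSO wells with enzyme and 100% = wells lacking Arfgap1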
# Target sequence (Q62848 1-136 limits assumed): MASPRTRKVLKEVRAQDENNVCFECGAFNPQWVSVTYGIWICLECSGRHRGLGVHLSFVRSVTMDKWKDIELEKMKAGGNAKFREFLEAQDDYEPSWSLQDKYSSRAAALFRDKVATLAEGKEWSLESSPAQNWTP
#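 Material – truncated rat Arfgap1 GAP domain · Buffer or medium – HEPES-based buffer, pH 7.5 · Reagent – human ARF1(Δ1-17)-GTP substrate · Dosing – 16.5 µM single point, 1.26% DMSO · Schedule – GTP hydrolysis reaction 2 h at 25 °C · Technique – GDP detection by fluorescence polarization · Benchmarks – No-Arfgap1 wells (100%) versus DMSO full-reaction wells (0%) · Repeats – single replicate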
# TDP2 absorb = blocks human TDP2 phosphodiesterase activity; recombinant TDP2, T5PNP hydrolysis, p-nitrophenol absorbance 415 nm; AID 720702; inhibition, % at 12.8 µM; hit rate 0.34% among 370,000; O95551;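 active = inhibition above the mean of all tested compounds plus 3 SD, set per campaign, cut at about 25% in these data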;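 also: 0% = DMSO with enzyme and 100% = buffer with substrate but no TDP2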
#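 Read-out basis: percent inhibition. System: recombinant human TDP2. Buffer or medium: Mg2+-containing Tris-HCl buffer, pH 7.5. Repeats: single replicate. Timing: reaction 2 h, 37 °C. Benchmarks: high control without enzyme, low control DMSO plus TDP2. Probe or stimulus: 5 mM T5PNP. Doses: 12.8 µM only. Measured by: epi absorbance of p-nitrophenol freed from T5PNP by hydrolysis.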
# PLCg1 inh = inhibitors of human phospholipase C gamma1; P19174; purified PLC-gamma1, fluorogenic substrate, fluorescence; inhibition, % at 12.2 µM; hit rate 0.84% among 370,000; AID 720700; in the data active = inhibition above about 9.5%
# SIAE inh = inhibitors of human sialic acid acetylesterase SIAE; hit rate 0.69% among 370,000; SIAE FP-Rh probe binding, fluorescence polarization; inhibition, % at 9.66 µM; Q9HAT2;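 active = inhibition above a cutoff: mean of compounds within the control limits plus 3 SD of those, cut at about 17% in these data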;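 also: 0% = plate median of compound wells and 100% = probe without SIAE protein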
# Target sequence (Q9HAT2 whole entry, looked up): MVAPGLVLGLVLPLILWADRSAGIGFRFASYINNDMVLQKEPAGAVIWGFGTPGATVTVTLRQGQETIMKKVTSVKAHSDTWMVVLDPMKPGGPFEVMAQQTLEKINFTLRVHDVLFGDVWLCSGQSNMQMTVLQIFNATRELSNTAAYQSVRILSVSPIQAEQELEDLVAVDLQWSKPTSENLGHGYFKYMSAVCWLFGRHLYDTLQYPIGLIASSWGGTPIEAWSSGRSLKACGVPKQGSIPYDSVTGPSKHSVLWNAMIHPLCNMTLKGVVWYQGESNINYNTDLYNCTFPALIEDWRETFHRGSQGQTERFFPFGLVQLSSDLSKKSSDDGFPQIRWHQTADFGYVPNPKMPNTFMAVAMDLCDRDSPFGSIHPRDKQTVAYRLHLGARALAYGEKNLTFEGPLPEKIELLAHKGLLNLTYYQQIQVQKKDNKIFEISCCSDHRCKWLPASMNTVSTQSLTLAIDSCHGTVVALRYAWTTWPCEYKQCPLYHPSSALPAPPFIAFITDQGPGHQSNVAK
# * marks the source's active call; other numbers are inactive results; i = inactive; · = not tested or not shown.
# The first 3 records, to show the layout:
DDE Tn7 FP inh	ASAP1 inh	SMILES	ADAM17 inh	Tn6 DDE FP	PLCb3 inh	ADAM10 inh	ARFGAP1 inh	TDP2 absorb	PLCg1 inh	SIAE inh
-9	-2	O=C(N/N=C/c1ccc(OC(F)F)cc1OC(F)F)c1cccc(S(=O)(=O)N2CCOCC2)c1	4	-4	-4	1	2	-1	0	-12
6	-2	Cc1ccc(C)c(CN2CCCN(C(=O)Cn3ncc4c3-c3ccccc3OC4)C2)c1	0	1	3	-7	-8	2	-1	3
1	-3	CCOc1ccc(N(CC(=O)Nc2ccccc2C(=O)NCc2ccco2)S(C)(=O)=O)cc1	-1	9	1	0	-3	-3	0	1

# This part in full, previewed entries included:
DDE Tn7 FP inh	ASAP1 inh	SMILES	ADAM17 inh	Tn6 DDE FP	PLCb3 inh	ADAM10 inh	ARFGAP1 inh	TDP2 absorb	PLCg1 inh	SIAE inh
-9	-2	O=C(N/N=C/c1ccc(OC(F)F)cc1OC(F)F)c1cccc(S(=O)(=O)N2CCOCC2)c1	4	-4	-4	1	2	-1	0	-12
6	-2	Cc1ccc(C)c(CN2CCCN(C(=O)Cn3ncc4c3-c3ccccc3OC4)C2)c1	0	1	3	-7	-8	2	-1	3
1	-3	CCOc1ccc(N(CC(=O)Nc2ccccc2C(=O)NCc2ccco2)S(C)(=O)=O)cc1	-1	9	1	0	-3	-3	0	1
4	-16	O=C(NCCc1ccc(F)cc1)c1ccc2c(=O)n3c(nc2c1)CCC3	-13	-2	-15	-27	3	0	-11	-4
-6	-8	CC1(NC(=S)Nc2ccc3ccccc3c2)CCS(=O)(=O)C1 (stereo not drawn)	-12	6	-8	-33	-1	0	-1	4
-3	-14	CC(OC(=O)c1cccnc1Cl)C(=O)Nc1ccc2c(c1)OCCO2 (stereo not drawn)	-1	-2	4	1	16	-13	-3	-2
-2	-3	COc1ccc(C(=O)Nc2ccccc2C(=O)N(Cc2ccco2)C(C(N)=O)C(C)C)cc1 (stereo not drawn)	-2	-1	-1	-13	-2	3	0	0
-2	10	CC(=O)N[C@@H](C)C(=O)N1CCC(n2nccc2NC(=O)CCCc2ccccc2)CC1	-5	-3	-5	-5	-15	1	2	14
-5	7	CCN(C(=O)CSc1nnc(-c2ccncc2)o1)c1ccccc1	-5	8	-6	-3	-2	9	1	-5
7	-6	Fc1ccccc1Cc1ccc(Cl)nn1	1	8	8	-1	15	-5	4	0
-5	-13	Cc1ccc(S(=O)(=O)N2CCCCC2)cc1NC(=O)c1ccccc1Cl	6	-1	-2	3	-3	-13	6	-5
0	2	O=C(O)Cc1c[nH]c2ccccc12	0	1	5	-2	·	-2	1	-1
8	-3	COc1ccc(Cl)cc1NC(=O)CN(C)C(=O)c1cc(C)oc1C	-3	1	-5	-9	-4	1	-1	4
-2	-3	COc1ccc(CCNC(=O)c2cc(COc3c(F)cccc3F)on2)c(OC)c1	0	-5	-12	10	13	15	-6	-3
2	-2	Cc1cc(C(=O)NCC(=O)OCC(=O)N2CCCCCC2)ccc1[N+](=O)[O-]	3	-3	3	-2	-8	-9	0	2
5	-5	CC1CCCCC1NC(=O)CSc1nnc(COc2ccccc2Cl)o1 (stereo not drawn)	2	-1	4	4	3	-17	4	10
-3	8	CCc1ccc(CN2CCC(N3CCC(C(=O)N4CCCC4)CC3)CC2)o1	-2	-1	-10	-9	4	4	-1	-4
-10	0	O=C(CCN1C(=O)C2CCCCC2C1=O)N1CCN(S(=O)(=O)c2ccccc2)CC1 (stereo not drawn)	4	-9	1	3	1	-18	-1	-1
-1	10	NC(=O)c1cc([N+](=O)[O-])ccc1NCc1cccnc1	-2	-3	1	-2	-1	8	2	0
2	2	N#CC1=C2SCN(c3ccccc3)CN2C(=O)CC1c1cccs1 (stereo not drawn)	0	-1	-14	-1	3	11	-9	-2

# Other compounds.
DDE Tn7 FP inh	ASAP1 inh	SMILES	ADAM17 inh	Tn6 DDE FP	PLCb3 inh	ADAM10 inh	ARFGAP1 inh	TDP2 absorb	PLCg1 inh	SIAE inh
6	-4	COc1ccc(C(=O)/C=C/c2ccc(OC)c(COc3ccccc3F)c2)cc1	-2	1	-5	-2	9	-16	-7	-16
-4	17	CCOc1cc2[nH]c(=S)n(Cc3ccc(C(=O)NCCCOC)cc3)c(=O)c2cc1OCC	0	-7	1	2	14	8	3	-1
0	0	Cc1cc2c(=O)n(Cc3ccco3)c(SCC(=O)N3CCCc4ccccc43)nc2s1	1	-5	2	10	-1	-2	1	-15
-9	14	O=C(N=Nc1c(O)[nH]c2ccccc12)Nc1ccccc1	4	-10	5	2	0	-10	9	-6
9	4	COc1cc(C2NC(=S)NC(C)=C2C(=O)Nc2ccc(C)cc2)ccc1O (stereo not drawn)	-1	2	1	-5	6	-2	0	-2
1	-8	Cc1cc(-c2ccccc2)c(C#N)c(SCC(N)=O)n1	-3	3	1	-9	-3	-2	0	1
1	-6	CC1CCc2c(sc(NC(=O)CCc3nc4ccccc4c(=O)[nH]3)c2C#N)C1 (stereo not drawn)	-3	1	-17	-16	11	2	-15	-1
-3	7	COc1ccc(CN2C(=O)CCC2(C)C(=O)NCc2cccnc2)c(OC)c1 (stereo not drawn)	-6	-5	0	-3	16	-10	-2	-5
3	-2	Cc1ccc(NC(=O)c2cnn(-c3ccccc3)c2C)c(C)c1	1	3	-3	6	-9	4	0	1
1	10	CCn1nc(NS(=O)(=O)c2ccccc2)c2cc3ccc(C)cc3nc21	-4	2	-17	-5	4	-1	-3	2
-1	-7	CC(C)Cn1c(N)c(C(=O)COC(=O)c2c(O)c(Cl)cc(Cl)c2Cl)c(=O)n(C)c1=O	0	-4	-37	-13	6	-12	2	-4
-3	5	COc1ccc(/C=C2\N=C(C)OC2=O)cc1OC(C)=O	-4	2	-4	1	6	3	2	6
-3	1	O=C(Cc1ccccn1)c1ccc(O)cc1O	-9	-9	-16	-7	14	-18	-4	-2
-5	1	CC(=O)c1ccc(S(=O)(=O)N(C)CCCC(=O)N2CCN(c3ncccn3)CC2)cc1	0	5	-8	1	-1	-9	-2	4
-4	7	CS(=O)(=O)NCCNC(=O)c1cc(OCC(F)(F)F)ccc1OCC(F)(F)F	1	-6	4	4	3	-13	2	0
-9	-7	CCOc1ccc(N2C(=O)CSC23CCCCC3)cc1	-1	1	0	6	-1	1	-2	-6
1	9	CC(=O)N1C=CN(C(C)=O)C(c2cn(C)c3ccccc23)C1c1cn(C)c2ccccc12 (stereo not drawn)	-1	-4	5	3	6	6	0	6
5	-6	COCCN(CCOC)C(=S)Nc1ccccc1	-3	-1	2	-13	0	4	1	-6
-6	5	CCN(CC)CC(=O)N1c2ccccc2Sc2ccc(Cl)cc21	3	-2	0	-52	3	-11	4	-7
1	-9	Cc1cc(C(=O)COC(=O)c2cccs2)c(C)n1-c1c(C)n(C)n(-c2ccccc2)c1=O	-2	9	2	-7	-5	2	-1	5

# Going on with the list:
DDE Tn7 FP inh	ASAP1 inh	SMILES	ADAM17 inh	Tn6 DDE FP	PLCb3 inh	ADAM10 inh	ARFGAP1 inh	TDP2 absorb	PLCg1 inh	SIAE inh
2	-4	COc1cc(NC(=O)CN2c3ccccc3CC2C)cc(OC)c1OC (stereo not drawn)	-5	3	-4	-11	-2	8	1	-1
2	-12	O=C(CCc1c[nH]c2ccccc12)NCCOc1ccccc1	1	2	-4	3	-7	-9	1	7
3	-12	Cn1c(=O)c2sccc2n2c(CCCC(=O)NCc3ccc(F)cc3)nnc12	-8	1	-6	-8	-6	-1	0	7
1	8	O=c1cc(Cn2nnc(-c3ccc(Cl)cc3)n2)nc2sccn12	-5	16*	-1	-6	-3	0	0	-2
-8	-6	O=C(NC1CCN(C(=O)Nc2cccc(Cl)c2)CC1)C1CCCCC1	-2	-6	-1	-6	7	-2	0	0
-3	3	O=C(O)c1cccc(NC(=O)c2ccc(CN3C(=O)c4ccccc4C3=O)cc2)c1	-3	7	-5	0	-5	-14	1	11
1	-3	COc1cccc(NC(=O)CN(C)S(=O)(=O)c2ccc(C)cc2)c1	-1	-1	7	-1	7	-3	2	2
5	2	COc1ccccc1/C=C/C(=O)NCC(=O)N=Nc1c(O)[nH]c2ccccc12	0	9	-8	5	5	9	-2	5
-1	-3	CCc1nnc(NS(=O)(=O)c2ccc(NC(=O)c3ccc([N+](=O)[O-])s3)cc2)s1	0	-7	-4	4	1	3	-5	-2
5	-1	Cc1cc(C)n(-c2ncnc3sc(C)c(C)c23)n1	-18	-5	-20	-52	6	-6	-17	-2
0	17	C/C(N)=C(/C#N)C(=O)COC(=O)CC12CC3CC(CC(C3)C1)C2	-2	2	-4	-1	10	2	-2	-2
0	-6	Cc1ccc(C)c(/C=N/n2cc(-c3ccccc3)[nH]c2=S)c1	-11	3	-67	-26	13	-1	-50	2
7	-7	Cc1nc(-c2ccccc2)nn1-c1ccc([N+](=O)[O-])cc1	-6	-2	-7	0	-5	11	2	1
4	1	COc1cc(-c2cnc3c(NC=O)cc(-c4cccnc4)cn23)cc(OC)c1OC	-1	4	-92	-10	1	-8	-60	-3
-6	3	COc1ccc(NC(=S)N/N=C2\CC(C)(C)Oc3ccc(O)cc32)cc1	-5	-4	-103	-31	-5	-2	-91	35*
4	1	NC(COCc1ccccc1)c1csc(Nc2ccccn2)n1 (stereo not drawn)	0	1	1	-5	8	3	0	2
2	1	Cc1ccc(-c2csc(NC(=S)NC(=O)/C=C/c3ccco3)n2)cc1	-3	9	-7	-4	0	0	-3	-33
0	3	CCOC(=O)CNC(=O)CSc1nnc(-c2c[nH]c3ccccc23)n1CC	-7	-13	-6	-10	4	-11	1	-8
5	-11	CC(C)c1ccc2oc(=O)cc(CN3CCOCC3)c2c1	-3	7	-7	-6	-16	-16	-1	-6
-3	12	Cc1ccc(OCc2ccccc2C)c([N+](=O)[O-])n1	-2	-5	-9	1	-5	-6	1	-7

# Other structures.
DDE Tn7 FP inh	ASAP1 inh	SMILES	ADAM17 inh	Tn6 DDE FP	PLCb3 inh	ADAM10 inh	ARFGAP1 inh	TDP2 absorb	PLCg1 inh	SIAE inh
1	-4	O=C(c1cc(Cl)c(=O)n(Cc2ccc(Cl)cc2)c1)N1CCOCC1	-3	3	1	-7	-12	13	1	-3
4	-7	N#Cc1nc(-c2cccs2)oc1NCCc1ccccc1	i	-8	i	i	0	-24	i	-6
-8	0	O=C(O)Cn1c(SCCOc2ccccc2)nc2ccccc21	-2	1	-1	0	10	1	1	0
-1	4	CCCCN(CCCC)NC(=O)c1ccccc1	-2	0	-2	-1	8	4	-2	7
8	1	O=C1CC(N2CCN(C(c3ccccc3)c3ccccc3)CC2)C(=O)N1 (stereo not drawn)	-2	2	2	-9	4	1	-2	7
9	-4	Cc1cc(C(C)(C)C)cc(C)c1C(=O)O	-4	4	-7	10	-9	-3	0	-9
